TRPML3 agonist = human mucolipin-3 channel agonism | AID 1448 | Q8TDD5 | HEK293 TRPML3-YFP, Fluo-8 calcium fluorescence; 100% = the carbachol control signal | activation, % at 3 µM | 220,000 compounds, 0.29% hits;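 active = activation above its plate's cutoff, the mean activation of the plate's test wells plus 3 SD, cut at about 12% in these data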;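 also: 0% = DMSO only wells and 100% = carbachol wells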
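Material: TRPML3-YFP stable HEK293 cells | Dosing: One concentration, 3 µM nominal, 0.3% DMSO | Timing: 125 s total fluorescence read per well | Technique: Fluo-8 calcium dye fluorescence, ex 470-495, em 515-575 nm | Measure: Percent activation from peak-to-basal fluorescence ratio, scaled between DMSO and carbachol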
Thrombin inh = thrombin (human) inhibition; P00734; alpha-thrombin, Boc-VPR-AMC fluorogenic substrate cleavage; inhibition, % at 5 µM; 220,000 compounds, 0.26% hits;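 active = inhibition at or above 40%; inactive = inhibition below 40%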;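 also: 0% = enzyme with no compound and 100% = wells without enzyme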
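signal = AMC fluorescence, 355/460 nm | material = human alpha-thrombin enzyme | control set = enzyme without compound as high, wells lacking enzyme as low | times = reaction at room temperature | read-out basis = percent inhibition scaled between no-compound controls and no-enzyme blanks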
PPC-1+TRAIL kill = kills PPC-1 cancer cells in the presence of TRAIL; 220,000 compounds, 0.41% hits; PPC-1 cells + TRAIL, ATPLite viability luminescence; cell killing (% activity), % at 4 µM;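 active = cell killing above 50% in the first pass at 4 µM, then a duplicate retest at 5 µM averaging 50% or more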;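 also: plate controls were cells with TRAIL plus DMSO for no effect and medium-only wells lacking cells for full effect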
Tb hexokinase = blocks Trypanosoma brucei hexokinase 1 activity; recombinant TbHK1, G6PDH-coupled NADH A340; inhibition, % at 10 µM; 220,000 compounds, 0.11% hits; AID 1430;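 active = inhibition of 50% or more in the single-dose primary screen; inactive = inhibition below 50%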
Furin inh = inhibitors of human furin. inhibition, % at 30 µM. 220,000 compounds, 0.061% hits. purified furin, fluorogenic substrate cleavage. P09958; in the data active = inhibition above about 25%; also: inactives centre near -15
Target sequence (P09958 108-714 limits assumed): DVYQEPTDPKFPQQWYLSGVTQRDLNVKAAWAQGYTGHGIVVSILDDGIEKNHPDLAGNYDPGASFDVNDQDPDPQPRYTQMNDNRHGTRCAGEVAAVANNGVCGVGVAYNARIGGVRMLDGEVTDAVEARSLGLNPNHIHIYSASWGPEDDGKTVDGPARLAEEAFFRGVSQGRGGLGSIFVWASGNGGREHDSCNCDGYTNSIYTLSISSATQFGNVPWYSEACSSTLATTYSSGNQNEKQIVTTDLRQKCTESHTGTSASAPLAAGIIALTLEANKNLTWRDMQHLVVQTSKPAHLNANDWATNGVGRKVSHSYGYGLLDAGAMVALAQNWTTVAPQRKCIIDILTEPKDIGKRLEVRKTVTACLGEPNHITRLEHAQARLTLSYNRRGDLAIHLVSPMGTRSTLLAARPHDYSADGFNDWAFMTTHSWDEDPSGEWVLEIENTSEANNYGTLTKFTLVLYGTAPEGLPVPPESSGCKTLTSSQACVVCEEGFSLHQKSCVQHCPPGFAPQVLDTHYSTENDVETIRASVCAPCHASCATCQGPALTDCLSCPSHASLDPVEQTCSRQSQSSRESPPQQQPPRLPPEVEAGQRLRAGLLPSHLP
KCC2 mod = KCC2 (human) Cl- transport modulation. KCC2 cells, thallium flux FluoZin-2 fluorescence. 190,000 compounds, 2.2% hits. B-score of Tl+ flux slope (higher = more flux/activation; lower = inhibition) at 10 µM;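 active = thallium flux slope and its plate-corrected score both differing from the plate sample mean at a set confidence after two filtering rounds, in either direction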;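 also: slope of fluorescence scaled to starting intensity during 10 to 20 s after thallium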
EBV gp42 inh = blocks Epstein-Barr virus glycoprotein 42 binding; AID 1085; inhibition, % (tested at 21.74 µM); Fluorescence polarization binding assay, mP read-out; 220,000 compounds, 0.42% hits; Q1HVG2; in the data active = inhibition above about 50%
Target sequence (Q1HVG2 whole entry, looked up): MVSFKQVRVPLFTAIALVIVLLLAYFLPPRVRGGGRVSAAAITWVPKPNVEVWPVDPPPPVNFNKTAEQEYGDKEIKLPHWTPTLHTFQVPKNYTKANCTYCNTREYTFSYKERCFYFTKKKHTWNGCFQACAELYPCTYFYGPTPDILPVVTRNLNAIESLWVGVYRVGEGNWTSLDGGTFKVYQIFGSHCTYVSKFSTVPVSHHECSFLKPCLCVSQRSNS
zfTRPN1 agonist = agonists of zebrafish TRPN1 channel; HEK293 zebrafish TRPN1-YFP, Fluo-8 calcium fluorescence; 100% = response to 87 µM carbachol; activation, % at 3 µM; 220,000 compounds, 0.18% hits; AID 1424;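 active = activation above its plate's cutoff, the mean activation of test wells on that plate plus 3 SD, cut at about 19% in these data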;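 also: 0% = DMSO alone and 100% = 87 µM carbachol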
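System: zebrafish TRPN1-YFP in HEK293 cells / Dosing: 3 µM single point / Timing: dye loading 1 h at 37 °C, then 30 min room temperature / Signal: Fluo-8 calcium fluorescence, excitation 470-495 nm, emission 515-575 nm / Read-out basis: percent activation from peak over basal fluorescence ratio, control-normalized / Control set: high carbachol 87 µM, low DMSO alone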
m-calpain inh = inhibitors of pig calpain II | purified calpain II, fluorogenic peptide substrate, 30 min | inhibition, % at 16 µM | 220,000 compounds, 0.37% hits;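 active = inhibition above about 50%, limit read from the data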
* hit, by the source's call; i = inactive; / = not tested or not shown; [ ] = remark or other dose.

Start of the data: the first 2 compounds (preview)
#1 CCC(=O)Nc1ccccc1C(=O)C(=O)Nc1ccccc1
#2 O=C(CSc1nccc(=O)[nH]1)N1CCN(c2ccccc2)CC1
entry no. | 1 | 2
KCC2 mod | 1.6 | 0.61
Tb hexokinase | 30 | 2
m-calpain inh | 24 | -19
TRPML3 agonist | 0.3 | 1.0
Thrombin inh | -12 | 2
Furin inh | -6 | -18
zfTRPN1 agonist | 0.3 | 0.6
EBV gp42 inh | 10 | -6
PPC-1+TRAIL kill | -1 | 14

This part in full (from the top)
#1 CCC(=O)Nc1ccccc1C(=O)C(=O)Nc1ccccc1
#2 O=C(CSc1nccc(=O)[nH]1)N1CCN(c2ccccc2)CC1
#3 O=C(/C=C/Nc1ccc(Oc2ccccc2)cc1)c1ccco1
#4 CC(C)Oc1c(Cl)cc(CNC(C)(C)CO)cc1Cl
#5 CC(=O)c1ccc(OCC(O)CN2CCC(C)CC2)cc1 (centres undefined)
#6 Cc1oc(-c2ccccc2)cc1C(N)=O
#7 Cc1sc2nc(C3CC3)nc(SCC(=O)N3CC(=O)Nc4ccccc43)c2c1C
#8 Cc1ccc(N2CC(C(=O)Nc3ccccc3C(=O)NC3CCCCC3)CC2=O)cc1C (centres undefined)
#9 COc1cc(CN2CCNC(=O)C2CC(=O)N(C)Cc2cccnc2)cc(OC)c1 (centres undefined)
#10 CCn1c(NCc2cccs2)nc2ccccc21
entry no. | 1 | 2 | 3 | 4 | 5 | 6 | 7 | 8 | 9 | 10
KCC2 mod | 1.6 | 0.61 | 0.37 | / | / | 1 | 12* | -0.97 | -0.37 | /
Tb hexokinase | 30 | 2 | -7 | 6 | -1 | 5 | 1 | 1 | 1 | -5
m-calpain inh | 24 | -19 | -28 | -7 | 0 | -15 | -16 | / | -41 | 13
TRPML3 agonist | 0.3 | 1.0 | 1.3 | 0.9 | 0.8 | -0.2 | -0.3 | -0.5 | 0.1 | -0.3
Thrombin inh | -12 | 2 | 0 | -4 | -1 | 2 | 4 | / | -5 | -2
Furin inh | -6 | -18 | -29 | -18[20 µM] | -18 | -7[20 µM] | -7[20 µM] | -20[20 µM] | -34 | -6[20 µM]
zfTRPN1 agonist | 0.3 | 0.6 | -0.4 | 0.9 | 1.1 | 0.7 | 0.4 | 0.3 | 1.3 | -1.4
EBV gp42 inh | 10 | -6 | -3 | -18 | -7 | -14 | -1 | / | -5 | 1
PPC-1+TRAIL kill | -1 | 14 | 49 | -2 | -2 | -13 | -9 | / | / | 2

#11 Cc1cc(C)cc(NC(=O)Cn2ncn3c(cc4ccccc43)c2=O)c1
#12 CCn1c(-c2ccc(C(C)(C)C)cc2)n[nH]c1=S
#13 COC(=O)C1=C(C(=O)OC)[C@@H]2N(Cc3ccccc3)c3ccccc3[C@@]23C[C@@H](C(=O)OC)N=C3N1
#14 CCSc1nnc(NC(=O)CSc2nccn2-c2cccc(C)c2)s1
#15 NNC(=O)CN(CCc1ccccc1)S(=O)(=O)c1ccc(Cl)cc1
#16 O=C(C1CCN(c2nnc(-n3cccc3)s2)CC1)N1CCN(Cc2ccc3c(c2)OCO3)CC1
#17 COc1ccc(NC(=O)CCC(=O)N(Cc2ccc(OC)c(OC)c2)c2nccs2)cc1
#18 c1ccc(-c2c[nH]c3[n+]2CCCCC3)cc1
#19 O=C(CCNS(=O)(=O)c1cccc2nonc12)NC1CCCCCC1
#20 C=CCOc1c(CCC)cc(CCC)cc1C(N)=O
entry no. | 11 | 12 | 13 | 14 | 15 | 16 | 17 | 18 | 19 | 20
KCC2 mod | 0.13 | 6.8* | -0.62 | 1.9 | 0.011 | -0.033 | 0.99 | 0.71 | 0.28 | -1.7
Tb hexokinase | -3 | 1 | -23 | 1 | 9 | -3 | 19 | -3 | -2 | -5
m-calpain inh | -86 | -20 | -15 | 24 | 21 | -45 | 0 | 9 | 3 | 19
TRPML3 agonist | -1.0 | 1.3 | / | -1.0 | -0.3 | 2.8 | 0.5 | 1.0 | 0.5 | -1.4
Thrombin inh | 3 | -9 | -7 | -2 | 26 | -7 | 1 | 8 | 8 | -3
Furin inh | -12 | -13 | -23 | -13[20 µM] | -9 | -8 | -13 | -3[20 µM] | -5 | -24
zfTRPN1 agonist | -0.7 | 3.2 | / | -0.6 | 0.9 | 5.7 | -0.3 | 0.9 | 0.2 | -2.2
EBV gp42 inh | -7 | -11 | 4 | -2 | 9 | -7 | -11 | -22 | -8 | -13
PPC-1+TRAIL kill | -10 | 5 | 7 | 2 | -9 | -8 | 18 | 0 | 7 | 4

#21 CCc1ccc(NC(=O)CSc2nc3n[nH]c(C)c3c(=N)n2-c2cccc(OC)c2)cc1
#22 COc1ccc(Br)cc1/C=N/Nc1cccc(C(=O)O)c1
#23 CC1CCN(CCOc2cccc(Br)c2)CC1
#24 O=C1CSc2ccc(C(=O)NCCC3=CCCCC3)cc2N1
#25 Cc1cc(C(=O)Nc2ccc3c(c2)OCCO3)co1
#26 Cc1csc(NC(=O)c2cccs2)n1
#27 CCC(C)(C(=O)NC1CCCC1)N(Cc1ccco1)C(=O)c1ccc2c(c1)OCO2 (centres undefined)
#28 COc1cc(C2C3C(=O)N(Cc4ccccc4)C(=O)C3ON2c2ccccc2)cc(OC)c1OC (centres undefined)
#29 CCCCCNC(=O)CC1Nc2c3ccccc3nc(=S)n2C1=O (centres undefined)
#30 O=C(NCCc1ccccc1)c1cnc2ccccn2c1=O
entry no. | 21 | 22 | 23 | 24 | 25 | 26 | 27 | 28 | 29 | 30
KCC2 mod | -0.13 | -1.9 | 0.48 | / | 0.012 | -0.6 | / | -0.15 | 0.094 | -1.5
Tb hexokinase | -8 | -2 | 0 | -5 | 6 | -26 | 30 | -4 | -12 | -28
m-calpain inh | -128 | -2 | -6 | 6 | 8 | 15 | -42 | 44 | 3 | i
TRPML3 agonist | -0.4 | -0.5 | 1.1 | -0.5 | 0.1 | 1.5 | -1.3 | 0.8 | 0.2 | 0.1
Thrombin inh | -3 | -4 | -2 | 4 | 14 | 20 | 0 | 5 | -4 | 3
Furin inh | -27[20 µM] | -12 | -15 | 10[20 µM] | -32 | -17[20 µM] | -14 | -2 | -9[20 µM] | -48[20 µM]
zfTRPN1 agonist | -1.8 | 0.3 | 1.8 | 2.0 | -0.6 | 1.0 | -0.6 | 0.6 | -0.2 | 1.8
EBV gp42 inh | -9 | -18 | -8 | -3 | 7 | -5 | -14 | 10 | 13 | -29
PPC-1+TRAIL kill | 9 | 7 | 32 | 5 | 44[5 µM] | -2 | -9 | 25 | 7 | 18

#31 CCCCn1c(=S)[nH]c2ccccc2c1=O
#32 CC(C)(C)NC(=O)c1ccc(COc2ccccc2Br)o1
#33 Cn1nc(C(=O)NNC(=O)COc2ccccc2)c2ccccc2c1=O
#34 Cc1nc2c(C)cccn2c1/C(O)=C1\C(=O)C(=O)N(CCN(C)C)C1c1ccccc1 (centres undefined)
#35 CCOC(=O)c1ccc(-n2cncn2)nc1
#36 COC(=O)c1c(C)oc(C)c1S(=O)(=O)N1CCCCC1
#37 CCCCN(CC)C(=O)c1cc2cc3ccc(OC)cc3nc2o1
#38 CC(C)C1S/C(=N/N=C/c2ccco2)NC1=O (centres undefined)
#39 O=C(Nc1ccc2nc(-c3ccco3)c(-c3ccco3)nc2c1)NC1CC1
#40 CC(C)(C)NC(=O)C(OC(=O)c1cccs1)c1ccc(C#N)cc1 (centres undefined)
entry no. | 31 | 32 | 33 | 34 | 35 | 36 | 37 | 38 | 39 | 40
KCC2 mod | 92* | / | 0.9 | 0.33 | 1.5 | -0.26 | -0.092 | 0.27 | -0.11 | 0.51
Tb hexokinase | -8 | -2 | 26 | -32 | 4 | 8 | -29 | -62 | -1 | 6
m-calpain inh | -14 | -6 | 7 | 4 | 4 | 5 | -310 | 35 | -164 | 19
TRPML3 agonist | 0.4 | -0.4 | 0.1 | 0.9 | 0.2 | 0.4 | 0.6 | 0.7 | 0.4 | 0.4
Thrombin inh | -4 | -2 | -7 | -8 | -6 | -6 | -1 | -3 | 5 | -1
Furin inh | -4 | -7 | -1 | -4 | -11[20 µM] | -26 | -33[20 µM] | -6[20 µM] | -3[20 µM] | -11
zfTRPN1 agonist | -1.4 | -2.3 | 0.5 | 1.1 | -0.1 | -1.4 | 0.3 | 0.3 | -0.8 | -0.3
EBV gp42 inh | -9 | -7 | -3 | -9 | -14 | -5 | -12 | 0 | 40 | -2
PPC-1+TRAIL kill | 9 | -2 | 6 | 16 | -2 | -6 | -6 | 6 | 17 | 18

A different layout for part of the listing above.
Each structure is followed by: KCC2 mod | Tb hexokinase | m-calpain inh | TRPML3 agonist | Thrombin inh | Furin inh | zfTRPN1 agonist | EBV gp42 inh | PPC-1+TRAIL kill
31. CCCCn1c(=S)[nH]c2ccccc2c1=O
 : 92* | -8 | -14 | 0.4 | -4 | -4 | -1.4 | -9 | 9
35. CCOC(=O)c1ccc(-n2cncn2)nc1
 : 1.5 | 4 | 4 | 0.2 | -6 | -11[20 µM] | -0.1 | -14 | -2
37. CCCCN(CC)C(=O)c1cc2cc3ccc(OC)cc3nc2o1
 : -0.092 | -29 | -310 | 0.6 | -1 | -33[20 µM] | 0.3 | -12 | -6

Later entries.
#41 CCn1nc(C)c(/C=N/NC(=O)Cn2nnnc2N)c1C
#42 CC(C)CCn1c(CN2CCN(Cc3ccccc3)CC2)nc2c1c(=O)[nH]c(=O)n2C
#43 OC(CSc1c(Cl)cccc1Cl)CN1CCN(c2ccccc2F)CC1 (centres undefined)
#44 Cc1cc(/C=c2\sc3nc4ccccc4n3c2=O)c(C)n1-c1ccc(C(=O)O)cc1
#45 Cc1ccc(CN2C(=O)CCC2C(=O)NCc2ccccc2Cl)cc1 (centres undefined)
#46 O=C(COc1ccc(Cl)cc1)N1CCN(S(=O)(=O)c2ccc(Cl)cc2)CC1
#47 CC(C)c1ccc(N(C(=O)c2csnn2)C(C(=O)NC(C)(C)C)c2cccnc2)cc1 (centres undefined)
#48 NS(=O)(=O)c1ccc(CNC(=S)NC2CCCCC2)cc1
entry no. | 41 | 42 | 43 | 44 | 45 | 46 | 47 | 48
KCC2 mod | -0.021 | -1.2 | 0.15 | -3.3 | -0.39 | -3 | -0.24 | 0.59
Tb hexokinase | -3 | -11 | 1 | 10 | 8 | 5 | -4 | -7
m-calpain inh | -20 | -19 | 0 | -31 | 15 | 2 | 5 | -27
TRPML3 agonist | 1.3 | 0.6 | -0.9 | 0.9 | 0.4 | 0.7 | 0.4 | 0.9
Thrombin inh | -4 | 1 | -8 | -4 | 9 | 4 | -12 | 0
Furin inh | -29 | -24 | -11[20 µM] | -5 | -12 | -14[20 µM] | -28 | -19
zfTRPN1 agonist | 0.7 | -0.1 | -1.2 | 0.2 | -1.2 | 0.6 | -1.8 | 2.2
EBV gp42 inh | -7 | -22 | -2 | 7 | 4 | -22 | -4 | 0
PPC-1+TRAIL kill | 8 | 25 | 8 | 5 | 10 | 12 | -3 | 9

Given with values under each structure: entries from further up.
Every second line gives: KCC2 mod	Tb hexokinase	m-calpain inh	TRPML3 agonist	Thrombin inh	Furin inh	zfTRPN1 agonist	EBV gp42 inh	PPC-1+TRAIL kill
48: NS(=O)(=O)c1ccc(CNC(=S)NC2CCCCC2)cc1
 : 0.59	-7	-27	0.9	0	-19	2.2	0	9
42: CC(C)CCn1c(CN2CCN(Cc3ccccc3)CC2)nc2c1c(=O)[nH]c(=O)n2C
 : -1.2	-11	-19	0.6	1	-24	-0.1	-22	25
45: Cc1ccc(CN2C(=O)CCC2C(=O)NCc2ccccc2Cl)cc1 (centres undefined)
 : -0.39	8	15	0.4	9	-12	-1.2	4	10
